# BCLXL inh = Bcl-xL (human) inhibition | Q07817 | GST-Bcl-xL / FITC-Bim BH3 peptide fluorescence polarization | inhibition, % at 10.9 µM | 320,000 compounds, 0.7% hits | AID 2129;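 active = inhibition above the mean of all tested compounds plus 3 SD, cutoff set per campaign, cut at about 30% in these data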;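 also: 0% = DMSO wells and 100% = unlabeled Bim-BH3 peptide competitor; inhibitors lower millipolarization by displacing the labeled peptide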
# Target sequence (Q07817 whole entry, looked up): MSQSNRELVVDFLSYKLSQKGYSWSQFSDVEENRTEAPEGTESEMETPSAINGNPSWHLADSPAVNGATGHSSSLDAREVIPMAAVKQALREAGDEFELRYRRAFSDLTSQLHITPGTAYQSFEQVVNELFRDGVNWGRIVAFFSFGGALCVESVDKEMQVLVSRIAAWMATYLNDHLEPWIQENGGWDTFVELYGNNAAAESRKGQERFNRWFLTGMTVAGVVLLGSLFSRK
# MCL1 BIM primary = MCL1-BIM-BH3 interaction inhibition (human) | GST-MCL1 / FITC-Bim-BH3 fluorescence polarization | inhibition, % at 10.9 µM | 320,000 compounds, 0.68% hits | AID 2057;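 active = inhibition above the mean inhibition of all tested compounds plus 3 SD, set per campaign, cut at about 40% in these data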;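 also: 0% = DMSO wells and 100% = unlabeled Bim-BH3 peptide control; higher means more loss of mP so more displacement of Bim peptide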
# Target sequence (Q07820 whole entry, looked up): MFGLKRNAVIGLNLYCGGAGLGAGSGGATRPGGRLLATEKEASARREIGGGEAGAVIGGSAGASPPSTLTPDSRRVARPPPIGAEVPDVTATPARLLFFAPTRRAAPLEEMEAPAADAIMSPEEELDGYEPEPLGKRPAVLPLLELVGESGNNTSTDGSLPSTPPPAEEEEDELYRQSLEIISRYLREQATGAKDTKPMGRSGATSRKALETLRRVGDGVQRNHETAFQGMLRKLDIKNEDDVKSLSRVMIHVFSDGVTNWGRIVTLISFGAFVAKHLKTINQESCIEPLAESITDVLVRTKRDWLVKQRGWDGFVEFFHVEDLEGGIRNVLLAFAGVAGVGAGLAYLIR
# AGP1 TOR yeast = modulators of TOR pathway AGP1-GFP in S. cerevisiae. GFP response vs DMSO, % at 10 µM. AID 2066. S. cerevisiae AGP1-GFP multiplex flow cytometry, 3 h; GFP as percent of DMSO wells. 320,000 compounds, 0.02% hits;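 active = GFP response relative to DMSO above a set limit, near screen average plus 3 SD, cut at about 150% in these data; inconclusive = fewer than 70 cells counted for the yeast strain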;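 also: median GFP channel fluorescence of the gated AGP1 strain per well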
# CR mimetic SO = caloric restriction mimetics inhibiting age-related superoxide in yeast; S. cerevisiae aged cells, superoxide DHE fluorescence; hits give low values; superoxide response (% of plate mean), % at 10 µM; 330,000 compounds, 0.18% hits;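 active = superoxide response under a set limit, about three screen SD below normal, cut at about 65% in these data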;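 also: yeast aged for seven days with compound at 30 °C before DHE staining; 100% = average MFI of all compound-treated wells on the plate with controls excluded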
# GRK2 aptamer HTS = inhibitors of human GRK2 displacing RNA aptamer; P25098; bead flow cytometry, FAM-aptamer displacement from GRK2; inhibition of aptamer binding, % at 10 µM; 330,000 compounds, 0.59% hits; AID 488847;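 active = inhibition of aptamer binding above 40%, roughly 3 SD of noise, on plates passing a quality check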;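 also: median bead fluorescence of bound FAM aptamer so fluorescent compounds give negative values; no value below 0 was filed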
# GLD-1 RNA inh = GLD-1-TGE RNA interaction inhibition (C. elegans) | Q17339 | AID 2280 | 320,000 compounds, 0.44% hits | inhibition, % at 5.96 µM | purified GLD-1 + fluorescein TGE RNA, fluorescence polarization;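 active = percent inhibition above a per-plate cutoff, the plate mean of test compounds plus 3 SD, cut at about 30% in these data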;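 also: 0% = DMSO wells with GLD-1 and probe and 100% = wells lacking GLD-1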
# Target sequence (Q17339 whole entry, looked up): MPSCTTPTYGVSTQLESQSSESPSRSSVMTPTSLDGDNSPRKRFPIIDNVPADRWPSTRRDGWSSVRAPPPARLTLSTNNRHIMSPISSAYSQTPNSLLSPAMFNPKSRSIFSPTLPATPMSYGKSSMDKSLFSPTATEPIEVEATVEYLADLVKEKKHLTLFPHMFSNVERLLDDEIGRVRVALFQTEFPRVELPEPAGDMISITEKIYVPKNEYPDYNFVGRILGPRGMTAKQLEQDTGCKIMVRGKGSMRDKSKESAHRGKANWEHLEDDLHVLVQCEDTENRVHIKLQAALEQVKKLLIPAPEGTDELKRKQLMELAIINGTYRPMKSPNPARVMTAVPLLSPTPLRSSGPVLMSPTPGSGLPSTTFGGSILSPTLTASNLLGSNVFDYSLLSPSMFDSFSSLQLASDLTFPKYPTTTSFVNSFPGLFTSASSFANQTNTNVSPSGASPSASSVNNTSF
# VLA-4 inh = inhibition in a human VLA-4 binding assay; P13612; VLA-4 expressing cells, ligand binding flow cytometry; inhibition, % (about 7 µM as worked out from the volumes in the protocol); 330,000 compounds, 0.2% hits; in the data active = inhibition above about 50%
# MEX-5 binding = C. elegans MEX-5 TCR-2 RNA binding activity; Q9XUB2; MEX-5/FITC-TCR2 RNA binding, fluorescence polarization; hits give low values; activity score (negative = inhibition of binding), % at 10 µM; 300,000 compounds, 0.38% hits; AID 1832;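 active = inhibition past about -25% in most replicates, and total fluorescence under double the plate's negative control median, limit read from the data; inconclusive = replicates evenly split on the limit, or fluorescence at least double controls; inactive = too little inhibition in most replicates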;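 also: 0% = DMSO and -100% = 5 µM competing unlabeled TCR2 RNA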
# CIT2 TOR yeast = alters CIT2-GFP fluorescence in TOR pathway yeast screen; GFP response vs DMSO, % at 10 µM; 320,000 compounds, 0.065% hits; S. cerevisiae CIT2-GFP strain, flow cytometry, 3 h; 100 means same as DMSO wells; AID 2029;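 active = GFP response relative to DMSO above a set limit, near the screen mean plus 3 SD, cut at about 150% in these data; inconclusive = Fewer than 70 cells measured for a yeast strain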;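 also: ratio of well median GFP fluorescence to mean of DMSO wells on the plate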
# Active calls of the source: *; ? = inconclusive; . = not tested or not shown; + = active, no number.
SMILES,BCLXL inh,MCL1 BIM primary,AGP1 TOR yeast,CR mimetic SO,GRK2 aptamer HTS,GLD-1 RNA inh,VLA-4 inh,MEX-5 binding,CIT2 TOR yeast
COCCNC(=S)N/N=C/c1ccc(-c2ccc([N+](=O)[O-])cc2)o1,-44,-95,108,109,3,-25,-10,-0.9,107
COc1ccccc1CC(=O)NCCCc1ccccc1,5,10,96,101,2,-2,1,-1.1,96
CCSC1=NCCN1C(=O)C(C)(C)Oc1ccc(Cl)cc1,4,7,?,86,3,-14,10,0.2,84
O=c1c2ccccc2c(/C=N/n2cnnc2)c(O)n1-c1ccccc1,-1,-10,97,109,0,-3,-9,-2.9,105
CCN(CC)S(=O)(=O)c1ccc(N2CCCCC2)c(NC(=O)/C=C/c2ccc(OC)c(OC)c2)c1,0,-8,92,107,0,-6,-26,0.9,96
CC1CN(CC(O)COc2ccc(C(=O)c3ccccc3)cc2)CC(C)O1 (centres undefined),7,10,94,98,2,4,-6,-0.4,93
CCN(CC)S(=O)(=O)c1cc(C(=O)NC2CCCCC2)ccc1C,1,6,104,108,0,4,6,-0.4,101
CCn1nc(NC(C)=O)c2cc3ccc(C)cc3nc21,3,0,102,115,2,-5,17,0.9,105
NC(=O)c1ccc(NC(=O)C#Cc2ccccc2)cc1,0,4,105,96,3,-2,-8,-0.6,107
CCN(CC(=O)Nc1ccc(OC)cc1)CC(=O)Nc1ccc2c(c1)OCO2,-4,-1,108,102,1,1,11,.,99
COc1ccc(C(=O)N2CCCN(C)CC2)c(OC)c1,.,.,106,98,0,.,1,1.0,101
COc1ccc2c(c1)CC/C(=C\c1ccc(OC)c(Cn3cccn3)c1)C2=O,-1,-3,.,105,1,-2,1,1.5,86
CCC(=O)c1cccc2c1N=CC1=C(CC(C)(C)CC1=O)N2,-1,1,98,101,2,-1,-4,-0.1,101
O=C(CCNC(=O)c1ccc(Br)cc1)Nc1nccs1,3,6,95,115,1,-3,5,-0.1,94
COc1cc(C(=O)NC2=C(C#N)CCC2)cc(OC)c1OC,8,3,99,107,12,4,5,1.0,98
FC(F)(F)c1ccnc(NCc2ccco2)n1,-3,-2,101,108,0,-4,4,0.0,95
COc1ccccc1CNC(=O)COC(=O)C1=COCCO1,5,4,107,100,0,10,9,-0.1,103
CCOC(=O)C1CCCN(C(=O)COc2ccccc2F)C1 (centres undefined),5,8,94,93,0,5,6,-2.2,101
Cc1c(NC(=O)C(C)N(c2ccccc2)S(C)(=O)=O)c(=O)n(-c2ccccc2)n1C (centres undefined),0,2,96,102,0,3,16,0.6,95
COc1ccc(C)cc1S(=O)(=O)Nc1cc2c3c(c1)C(C)C(=O)N3CCC2 (centres undefined),12,7,100,97,0,1,14,0.1,97
COc1ccc(/C=C(\NC(=O)c2ccccc2)C(=O)N2CCN(C)CC2)cc1,5,5,108,87,2,5,10,0.1,106
COc1ccc2cc(CCNC(=O)CCc3ccccc3)c(=O)[nH]c2c1,5,1,102,126,2,12,1,0.6,98
Cc1c(C(=O)N2CCN(S(=O)(=O)c3cccs3)CC2)oc2ccc(F)cc12,.,.,92,97,1,6,-12,.,93
Cc1c(NC(=O)CCCCCN2C(=O)C3C4C=CC(C4)C3C2=O)c(=O)n(-c2ccccc2)n1C (centres undefined),2,1,105,98,0,7,24,0.8,103
O=C(NCc1ccccc1)Nc1cccn(Cc2c(F)cccc2Cl)c1=O,0,-3,97,102,2,-4,-11,-1.4,94
Cc1nc2ccccn2c(=O)c1NC(=O)c1cccc2ccccc12,1,2,130,100,4,-1,9,-0.3,98
Cc1cc(C)c2nc(SC(C)C(=O)NCC(=O)Nc3ccc(F)c(F)c3F)cc(C)c2c1 (centres undefined),4,-5,105,95,0,7,9,-0.4,102
Cc1[nH]c2ccccc2c1SCC(=O)NNC(=O)Nc1ccc(OC(F)(F)F)cc1,5,6,95,128,1,-1,27,-1.7,92
Fc1ccc(Cn2nnc(-c3ccc(CN4CCOCC4)cc3)n2)cc1,0,-2,98,78,1,-4,0,1.5,96
C=CCN1C(=O)C(CC(=O)Nc2ccccc2)S/C1=N/c1nccs1 (centres undefined),0,-7,.,114,1,-2,-10,0.5,.
COc1ccc(OC)c(-n2c(-c3cc(-c4ccco4)[nH]n3)n[nH]c2=S)c1,-6,5,105,91,2,1,11,-3.8,109
CC(C)NC(=O)Cn1cnc2c1c(=O)n(C)c(=O)n2C,4,1,98,110,1,8,3,-3.5,92
O=C(OCCCN1CCOCC1)c1ccc(O)c(O)c1,6,-22,102,93,1,7,3,-1.7,101
COCCN(C(=S)Nc1ccc(C)cc1C)C(C)c1ccco1 (centres undefined),0,2,98,104,0,-4,9,-3.9,97
CCOC(=O)C(NCc1ccc(F)cc1)(NC(=O)c1ccccc1)C(F)(F)F (centres undefined),9,10,98,107,1,9,4,1.8,96
COc1ccc(S(=O)(=O)N(C)CC(=O)NCc2cccnc2)cc1,3,-2,106,81,0,1,4,0.2,106
CCCCN(C(=O)c1cccc(S(=O)(=O)N2CCCCC2)c1)C1CCS(=O)(=O)C1 (centres undefined),2,-7,96,94,11,-4,5,1.6,95
Cc1nc2c(cc1NC(=O)C(C)(C)C)nc(C)n2Cc1ccccc1,0,4,99,106,1,7,0,-3.5,103
CCN(CC(=O)Nc1c(F)cccc1F)C(=O)CNC(=O)COc1ccccc1,-1,1,114,86,0,-1,10,1.3,101
COc1ccc(S(=O)(=O)N(CC(=O)NCc2ccncc2)c2ccc(C)cc2)cc1Br,1,1,107,100,0,-3,-3,-3.7,100
O=C(Nc1cccc2nsnc12)c1ccc(F)cc1,3,3,96,105,0,0,-12,-3.3,99
Cc1ccc(C)n1-c1ccc(C#N)cn1,7,-5,105,98,1,10,3,-1.2,110
CN(Cc1nc2ccccc2c(=O)[nH]1)CC(O)COCc1ccco1 (centres undefined),3,0,103,97,2,-1,2,-0.2,98
Cn1c(CSCc2ccc(Cl)cc2)nnc1SCC(=O)Nc1nccs1,-2,5,102,100,0,7,3,-1.2,85
CCOC(=O)c1cc(CC)sc1NC(=O)CN1CCN(C(=O)C2CCCO2)CC1 (centres undefined),5,11,101,90,0,8,-1,0.4,105
CCc1ccc(CNC(=O)CCc2nc(-c3cccs3)no2)cc1,-1,-6,102,94,1,0,13,-0.8,94
CCC1Oc2ccc(C)cc2N(CC(=O)NCCc2ccc(OC)c(OC)c2)C1=O (centres undefined),6,3,98,95,0,-2,2,-0.5,101
COCC(=O)N1CCCN(c2nc3c(C)cccc3cc2C#N)CC1,9,-2,106,110,1,-5,-8,-1.4,92
COc1ccc(-n2c(=S)[nH]c3cc(C(=O)NCCCN4CCOCC4)ccc3c2=O)cc1,3,-2,106,100,0,-2,5,-0.7,94
CC(=O)c1cccc(NC(=O)CCS(=O)(=O)c2cc3c(cc2C)NC(=O)CO3)c1,10,13,93,91,1,7,-2,1.6,88
CN1C(=O)NC(c2ccccc2[N+](=O)[O-])C2=C1CCCC2=O (centres undefined),+,+,103,112,2,+,-20,-80*,95
CCN(CC)CCn1c(=S)[nH]c2cc3c(cc2c1=O)OCO3,0,-2,111,95,0,2,0,-0.4,.
CCCC[n+]1c(C)sc2cc(OC)ccc21,-8,-12,111,102,0,-5,-48,-1.2,99
COc1cc(/C=C2\C(=N)N3N=C(C)SC3=NC2=O)cc(Cl)c1OCCOc1ccc(NC(C)=O)cc1,6,4,100,121,0,0,8,0.7,105
C[C@H](CO)N1C[C@H](C)[C@@H](CN(C)Cc2ccc3c(c2)OCO3)Oc2ccc(NC(=O)Cn3cnnn3)cc2C1=O,.,.,.,97,0,-2,6,.,.
CCN(CC(=O)NCc1ccc(F)cc1)C(=O)c1ccc(COc2ccccc2)cc1,-2,-16,108,116,0,3,19,0.7,104
Cc1ccc(C(=O)NNc2nc3ccccc3nc2C(F)(F)F)cc1,-4,0,?,91,0,3,9,2.6,?
O=C(Cn1ccc2ccccc2c1=O)NCCC(=O)N1CCN(c2cccc(Cl)c2)CC1,3,3,98,97,0,4,-3,-2.6,101
Cc1cc(C)c2nc(NCc3ccccc3O)sc2c1,-1,6,98,90,1,0,1,3.5,97
COc1ccc(Cn2ccnc2SCC(=O)Nc2ccccc2F)cc1,-1,3,91,118,5,-5,-3,-1.7,94

# Whole records from above.
# Entry for Cc1ccc(C(=O)NNc2nc3ccccc3nc2C(F)(F)F)cc1 = BCLXL inh = -4; MCL1 BIM primary = 0; AGP1 TOR yeast = ?; CR mimetic SO = 91; GRK2 aptamer HTS = 0; GLD-1 RNA inh = 3; VLA-4 inh = 9; MEX-5 binding = 2.6; CIT2 TOR yeast = ?
# Entry for O=C(Cn1ccc2ccccc2c1=O)NCCC(=O)N1CCN(c2cccc(Cl)c2)CC1 = BCLXL inh = 3; MCL1 BIM primary = 3; AGP1 TOR yeast = 98; CR mimetic SO = 97; GRK2 aptamer HTS = 0; GLD-1 RNA inh = 4; VLA-4 inh = -3; MEX-5 binding = -2.6; CIT2 TOR yeast = 101

# Next structures:
SMILES,BCLXL inh,MCL1 BIM primary,AGP1 TOR yeast,CR mimetic SO,GRK2 aptamer HTS,GLD-1 RNA inh,VLA-4 inh,MEX-5 binding,CIT2 TOR yeast
COc1ccc(CCNC(=O)C(=O)NCC2OCCN2C(=O)c2ccc(Cl)cc2)cc1OC (centres undefined),3,-4,96,111,0,5,-9,0.1,97
Cn1cc(Br)c(C(=O)NNC(=O)c2ccc(Br)cc2)n1,1,6,98,95,5,2,8,.,100
Cc1ccc2cc(C#N)c(N3CCCN(S(=O)(=O)c4ccccc4)CC3)nc2c1C,1,-2,100,123,0,2,-25,4.4,103
O=C(CNC(=O)c1cccs1)Nc1ccc(N2CCOCC2)cc1,0,-1,112,120,0,4,1,.,109
Cc1nc2nc(SCC(=O)c3ccc([N+](=O)[O-])cc3)[nH]c2cc1Br,-7,-5,106,105,0,6,-3,-1.6,108
COc1ccc(/C=C/C(=O)C2CC2)cc1COc1c(C)cccc1C,6,6,?,92,0,0,-1,-2.8,?
Cn1nccc1C(=O)N1CCN(c2ccc(F)cc2)CC1,4,-4,96,100,2,4,2,-0.4,92
COc1ccc(OCc2cc(C(=O)N3C[C@H]4CC[C@H]3C4)no2)c(Cl)c1,-1,-3,99,109,0,6,-7,0.0,96
Cc1ccc(C(C)NC(=O)c2cccs2)cc1C (centres undefined),4,-4,114,107,0,-4,14,-3.6,98
Cc1ccc(S(=O)(=O)Nc2cccc(-c3ccc(N4CCCCCC4)nn3)c2)cc1C,-1,-10,104,97,3,-10,-4,-1.3,97
Cc1ccc(S(=O)(=O)N2CC(O)C[C@H]2C(=O)OCC(=O)c2ccccc2)cc1 (some centres undefined),6,10,100,101,0,1,11,-2.3,96
Cc1cccc(NS(=O)(=O)c2cccc(C(=O)NCC3(N4CCCCC4)CCCCC3)c2)c1,2,2,112,108,1,4,2,2.8,101
O=C(NCc1ccco1)c1cccn2c(=O)c3c4c(sc3nc12)CCCC4,18,15,96,106,1,11,-8,-7.3,93
CCOc1ccccc1N(CC(=O)NC1CCCCC1)C(=O)CCC(=O)Nc1cc(C)ccn1,2,-2,103,94,3,-4,8,-1.0,111
COC(=O)c1c(NC(=O)c2ccccc2C(=O)O)sc2c1CCC2,8,6,87,99,.,4,5,-1.5,97
Cc1cccc(NC(=O)/C(C#N)=C/c2ccc[nH]2)c1C,.,.,91,101,1,.,3,-0.2,94

# Screens: PubChem BioAssay, several laboratories
